Screens deposited in PubChem by National Center for Advancing Translational Sciences (NCATS).
FBPA Giardia inh – blocks Giardia fructose-bisphosphate aldolase activity; purified Giardia FBPA; Potency, µM (series often up to 59.6 µM), inactives show top-dose activity, negative = inhibition, most hits filed as inhibitors; 290,000 compounds, 0.71% hits; note: potency is the fitted concentration of half-maximal effect; nearly all actives have a fitted effect of over 55% in size
Target sequence (A8B2U2 whole entry, looked up): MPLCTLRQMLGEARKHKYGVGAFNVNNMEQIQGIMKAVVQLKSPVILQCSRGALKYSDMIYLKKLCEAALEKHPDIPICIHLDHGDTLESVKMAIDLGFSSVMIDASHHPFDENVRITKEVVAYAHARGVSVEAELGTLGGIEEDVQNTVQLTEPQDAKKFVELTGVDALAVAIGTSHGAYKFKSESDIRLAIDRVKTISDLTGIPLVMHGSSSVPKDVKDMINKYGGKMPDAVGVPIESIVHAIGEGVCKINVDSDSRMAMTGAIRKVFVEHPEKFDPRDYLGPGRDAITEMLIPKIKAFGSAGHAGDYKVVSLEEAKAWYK
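Giardia FBPA (40 nM reagent) was preincubated 10 min at RT with compound (up to 57.5 uM final), then substrate plus GAPDH/TPI/NAD/arsenate coupling system with diaphorase/resazurin was added; resorufin fluorescence (525/598 nm) was read after 20 min.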
HCV inh – blocks hepatitis C virus. Huh7.5.1 HCVcc-Cre infection, luciferase reporter, 44 h. AID 651820. Potency, µM (titrated, usually from 41.8 µM), for the others: at the highest dose activity change, negative = inhibition, actives largely listed as inhibitors. 340,000 compounds, 3.4% hits; note: potency is the fitted concentration of half-maximal effect
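After 44 h co-culture of compound, cells and HCVcc-Cre (~0.5 moi), substrate is added for 15 min at room temperature and luciferase measured over 15 sec. Cells were seeded at 1,000/well and pre-cultured 4 h.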
HCMV antiviral – inhibitors of human cytomegalovirus. HFF cells, HCMV-luciferase reporter, 72 h; active compounds read low. activity change, negative = inhibition, % at 57.5 µM. 410,000 compounds, 4.5% hits; in the data active = activity change below about -60%; inconclusive = no clear call, values can overlap the other calls; inactive = above about -39%
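Screen run at 2 compound doses on HFFs infected with reporter HCMV, MOI 1 PFU/cell. Luciferase activity from cell lysates at 72 h post infection gave inhibition relative to buffer-only and Salinomycin wells.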
AmpC detergent – blocks E. coli AmpC beta-lactamase in detergent assay; AmpC hydrolysis of nitrocefin, absorbance 480 nm, 0.01% Triton; Potency, µM (titrated, usually from 114 µM), without a hit: at the highest dose activity change, negative = inhibition, hits mostly inhibitors; 370,000 compounds, 0.041% hits; AID 485294;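 note: potency is the fitted concentration of half-maximal effect; 0% = no-compound wells and -100% = no-enzyme wells; nearly all actives have a fitted effect of over 25% in size; some results filed as inactive show a strong effect at the top dose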
Target sequence (P00811 whole entry, looked up): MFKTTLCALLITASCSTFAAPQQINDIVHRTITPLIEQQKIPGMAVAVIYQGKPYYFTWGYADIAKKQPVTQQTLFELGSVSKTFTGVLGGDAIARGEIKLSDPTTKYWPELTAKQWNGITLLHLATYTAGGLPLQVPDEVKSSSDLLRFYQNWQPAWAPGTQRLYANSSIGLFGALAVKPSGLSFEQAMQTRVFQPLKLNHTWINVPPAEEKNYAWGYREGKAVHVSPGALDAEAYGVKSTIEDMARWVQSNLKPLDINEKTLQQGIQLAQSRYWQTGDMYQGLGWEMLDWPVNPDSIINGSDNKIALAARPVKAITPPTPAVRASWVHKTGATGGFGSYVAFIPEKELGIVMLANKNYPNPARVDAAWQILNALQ
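20 mM phosphate pH 7.0 + 0.01% (detergent screen) or 0.0001% Triton X-100; 5.3 nM AmpC reagent; cpd preinc 15 min RT; nitrocefin (800 uM stock) to start; A480 q20 s × 4 min; Activity was normalised to no-enzyme and no-compound control wells.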
Sm TGR block – blocks Schistosoma mansoni thioredoxin glutathione reductase | Q962Y6 | Potency, µM (doses to about 114 µM), inactives show top-dose activity change, negative = inhibition, most hits filed as inhibitors | 360,000 compounds, 3% hits | AID 485364 | purified TGR, DTNB reduction, TNB absorbance 405 nm; note: potency is the fitted concentration of half-maximal effect; nearly all actives have a fitted effect of over 60% in size
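First, TGR (20 nM dispensed) and NADPH were mixed with compound. Second, a 15 min room-temperature incubation followed. Third, further NADPH and then DTNB were added to start the reaction. Finally, TNB absorbance was monitored kinetically.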
AmpC inh no detg – AmpC beta-lactamase inhibition without detergent. P00811. AmpC nitrocefin hydrolysis, absorbance 480 nm, 0.0001% Triton. Potency, µM (doses to about 57.1 µM), inactives show top-dose activity change, negative = inhibition, usual class: inhibitors. 330,000 compounds, 0.52% hits;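 note: potency is the fitted concentration of half-maximal effect; plate controls were no compound for no effect and no enzyme for full effect; nearly all actives have a fitted effect of over 20% in size; some results filed as inactive show a strong effect at the top dose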
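AmpC (5.3 nM in the dispensed reagent) in 20 mM phosphate pH 7.0 with 0.01% (detergent screen) or 0.0001% Triton X-100 was preincubated with compounds for 15 min at room temperature. Nitrocefin was then added from an 800 uM solution, and hydrolysis was followed at 480 nm.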
An asterisk follows results filed as active; & = joins results of further samples; ! = not active in a repeat; [ ] = dose if it differs, or a comment. Unless noted, calls come from the whole dose curve; as a rule, active = well fitted curve in the direction sought with a large enough effect; inconclusive = small, poorly fitted or top-dose-only effect, or another doubt; inactive = no such curve, though single readings can be large; an effect the other way counts as inactive or inconclusive. Unless noted, % is set by controls: 0 for no effect and ±100 for the full control effect.

What do the screens show for `CCc1nc2cccnc2n1-c1ccc(C(=O)O)cc1`?
FBPA Giardia inh: -21.7%; HCV inh: 17.3%; HCMV antiviral: -6.5; AmpC detergent: -6.0%; Sm TGR block: 44.7µM*; AmpC inh no detg: -10.9%

What do the screens show for `Cc1cccc(NC(=O)CN2C(=O)CC(c3ccccc3)Sc3ccccc32)c1` (stereo not drawn)?
HCMV antiviral: 12.1; AmpC detergent: 14.2%; Sm TGR block: 28.8%

Results for COc1ccc(C=O)cc1O ?
FBPA Giardia inh: 2.5%; HCV inh: 26.1%; HCMV antiviral: -35.2; AmpC detergent: -14.3%; Sm TGR block: -9.8%; AmpC inh no detg: -19.4%

What do the screens show for `COc1ccc(N2CCCC2)c(NC(=O)c2ccc([N+](=O)[O-])o2)c1`?
FBPA Giardia inh: -8.7%; HCV inh: inconclusive; HCMV antiviral: 18.3; AmpC detergent: 6.3%; Sm TGR block: inconclusive; AmpC inh no detg: 11.7%

What do the screens show for `CC1(C)S[C@@H]2[C@H](NC(=O)[C@H](N)c3ccccc3)C(=O)N2[C@H]1C(=O)O`?
FBPA Giardia inh: inconclusive; HCV inh: -14.6%[8.37 µM]; HCMV antiviral: -60.3*!; AmpC detergent: 44.7µM*; Sm TGR block: 1.4%&-3.7%; AmpC inh no detg: 12.6µM*!

How did CCOc1cc(/C=N/NC(=O)C(OC)c2ccccc2)ccc1O (stereo not drawn) do in these assays?
FBPA Giardia inh: -0.9%; HCV inh: 14.8%; HCMV antiviral: -3.5; AmpC detergent: 0.3%; Sm TGR block: -36.0%; AmpC inh no detg: -18.8%

Results for CC1SCC(NC(=O)c2ccc(Cl)cc2)CS1 (stereo not drawn) ?
FBPA Giardia inh: 6.6%; HCV inh: 12.3%; HCMV antiviral: -3.6; AmpC detergent: -3.0%; Sm TGR block: -0.4%; AmpC inh no detg: -14.1%

What do the screens show for `C1=C(c2ccccc2)Nc2nnnn2C1c1cccs1` (stereo not drawn)?
FBPA Giardia inh: 4.3%; HCV inh: 8.0%; HCMV antiviral: -9.1; AmpC detergent: inconclusive; Sm TGR block: -30.1%; AmpC inh no detg: -21.4%

How did CC1(C)NC(C)(C)C(O)(C(N)=O)C1=O (stereo not drawn) do in these assays?
FBPA Giardia inh: 5.1%; HCV inh: 9.2%; HCMV antiviral: 3.5; AmpC detergent: -11.8%; Sm TGR block: -6.1%; AmpC inh no detg: -9.8%

Results for Cc1nn(C)c(C)c1NC(=O)c1cnn2c(C(F)F)cc(-c3ccccc3)nc12 ?
FBPA Giardia inh: 0.9%; AmpC detergent: 1.6%; Sm TGR block: 0.0%[57.1 µM]; AmpC inh no detg: -12.2%

Results for COc1ccc(/C=C2\SC(N3CCCCC3)=NC2=O)cc1 ?
FBPA Giardia inh: 4.3%; HCV inh: -29.6%; HCMV antiviral: 42.2; AmpC detergent: -5.8%; Sm TGR block: 2.7%; AmpC inh no detg: -0.3%

How did COc1cc(C(=O)OC2C[C@H]3CC[C@@H](C2)N3C)ccc1O (stereo partly drawn) do in these assays?
FBPA Giardia inh: 0.5%; HCV inh: 2.1%; HCMV antiviral: 30.1; AmpC detergent: -7.0%; Sm TGR block: -4.5%; AmpC inh no detg: -15.6%

How did CN(CC(=O)Nc1ccc(F)c(F)c1F)C(=O)c1ccc2c(c1)NC(=O)CS2 do in these assays?
HCV inh: -8.7%; HCMV antiviral: -18.6; AmpC detergent: -4.4%; Sm TGR block: -8.4%; AmpC inh no detg: -26.3%

Results for C=CCC[C@@H](Cc1ccc(F)cc1)C(=O)OC[C@@H](Cc1c[nH]c2ccccc12)NC(=O)[C@H](CC=C)CC(=O)NCCO ?
HCV inh: -22.8%; HCMV antiviral: 38.2; AmpC inh no detg: 269.1%[activator]

How did NC(=O)c1ccccc1OCC(=O)N1CCCc2ccccc21 do in these assays?
FBPA Giardia inh: 25.3%; HCV inh: -27.4%; HCMV antiviral: 44.3; AmpC detergent: -4.8%; Sm TGR block: -7.6%; AmpC inh no detg: -12.5%

Results for Cc1nn(Cc2ccccc2Cl)c(C)c1C(=O)NCc1ccco1 ?
FBPA Giardia inh: -0.6%; HCV inh: 2.4%; HCMV antiviral: -25.7; AmpC detergent: inconclusive; Sm TGR block: 3.1%; AmpC inh no detg: -26.1%

How did CC(C)N(C(=O)c1nn(C)c2c1CSc1ccccc1-2)C1CCCCC1 do in these assays?
HCV inh: inconclusive; HCMV antiviral: -32.9; AmpC detergent: inconclusive; Sm TGR block: 0.9%; AmpC inh no detg: 75.4%[activator]

What do the screens show for `Cc1ccccc1OCC(O)CN1CCN(CC(O)COc2ccccc2C)CC1` (stereo not drawn)?
FBPA Giardia inh: -0.3%; HCV inh: inconclusive; HCMV antiviral: -14.5; AmpC detergent: 4.0%; Sm TGR block: 3.8%; AmpC inh no detg: 235.2%[activator]

How did COC(=O)c1ccccc1NC(=O)CN1CCN(C23CC4CC(CC(C4)C2)C3)CC1 do in these assays?
FBPA Giardia inh: 0.8%; HCV inh: -13.5%&-25.7%; HCMV antiviral: -15.6; AmpC detergent: inconclusive; Sm TGR block: -1.9%; AmpC inh no detg: 40.2%

Results for COC(=O)c1ccc(-n2cnc(Cl)n2)c(F)c1 ?
FBPA Giardia inh: 4.8%; HCV inh: 14.0%; HCMV antiviral: -22.7; AmpC detergent: 2.7%; Sm TGR block: 10.3%; AmpC inh no detg: -24.3%

What do the screens show for `CCOC(=O)C1=C(O)/C(=C/N(C)C)N=C1C`?
FBPA Giardia inh: inconclusive; HCV inh: 8.1%; HCMV antiviral: 54.5; AmpC detergent: -10.7%; Sm TGR block: -116.1%; AmpC inh no detg: -17.2%

What do the screens show for `CC1CCN(CCc2nc3cc(NC(=O)NC4CCCCC4)ccc3n2C)CC1`?
HCV inh: inconclusive; HCMV antiviral: -31.6; AmpC detergent: -7.7%; Sm TGR block: -13.2%; AmpC inh no detg: -20.6%

How did CC(C)Oc1ccc(S(=O)(=O)N(C(C)C)C(C)C)cn1 do in these assays?
FBPA Giardia inh: 3.5%; HCV inh: 6.8%; HCMV antiviral: 25.9; AmpC detergent: 1.0%; Sm TGR block: 0.0%; AmpC inh no detg: -14.7%

How did CCOc1ccc(CNC2CCCc3ccccc32)cc1 (stereo not drawn) do in these assays?
FBPA Giardia inh: -27.0%; HCV inh: 7.4%; HCMV antiviral: -36.0; AmpC detergent: inconclusive; Sm TGR block: -8.4%; AmpC inh no detg: -10.2%[11.4 µM]

Results for CCSc1nnc(NC(=O)c2ccc(Br)s2)s1 ?
FBPA Giardia inh: inconclusive; HCV inh: 10.5%; HCMV antiviral: 52.5; AmpC detergent: 4.4%; Sm TGR block: 6.9%; AmpC inh no detg: -8.8%

What do the screens show for `CCc1ccc(NCc2cc3c(C)nn(-c4ccccc4)c3[nH]c2=O)cc1`?
FBPA Giardia inh: -28.6%; HCV inh: -16.6%; HCMV antiviral: 26.2; AmpC detergent: -6.4%; Sm TGR block: -14.0%; AmpC inh no detg: -19.2%

Results for Clc1ccc(-c2ccnc(-n3cccc3)n2)s1 ?
FBPA Giardia inh: -3.3%; HCV inh: -22.5%; HCMV antiviral: inconclusive; AmpC detergent: inconclusive; Sm TGR block: 19.9%; AmpC inh no detg: -16.7%

Results for CCc1ccccc1NC(=O)CSc1nc(C)c(C(=O)Nc2ccccc2)c(-c2ccc(Cl)cc2)c1C#N ?
HCMV antiviral: -35.3; AmpC detergent: -8.7%; Sm TGR block: -0.6%

How did CCOC(=O)C1(c2ccccc2)CCN(CCC(=O)Nc2ccc(C(=O)OC)cc2)CC1 do in these assays?
HCV inh: inconclusive; HCMV antiviral: 0.0; AmpC detergent: inconclusive; Sm TGR block: -2.0%; AmpC inh no detg: 37.0%

How did CCc1nc2ccc(C(=O)N3CCN(c4cccc(Cl)c4)CC3)cc2nc1CC do in these assays?
FBPA Giardia inh: 5.3%; HCV inh: inconclusive; HCMV antiviral: 34.8&29.1; AmpC detergent: 2.2%&-4.4%; Sm TGR block: -9.6%&0.8%; AmpC inh no detg: 145.2%[activator]

How did CC(OC(=O)c1ccc(-n2cnnn2)cc1)C(=O)Nc1ccccc1F (stereo not drawn) do in these assays?
HCV inh: -2.2%; HCMV antiviral: 19.8; AmpC detergent: inconclusive; Sm TGR block: 7.9%; AmpC inh no detg: -15.1%

How did COc1ccc(N(C)C(=O)C2CCN(S(=O)(=O)c3cccc4nsnc34)CC2)cc1 do in these assays?
HCV inh: 3.3%; HCMV antiviral: -6.9; AmpC detergent: -4.9%; Sm TGR block: 6.9%; AmpC inh no detg: 61.8%[activator]

Results for COc1ccc(S(=O)(=O)N(CCc2ccccc2)CC(=O)O)cc1OC ?
FBPA Giardia inh: 24.2%; HCV inh: 7.5%; HCMV antiviral: -19.7; AmpC detergent: -13.8%; Sm TGR block: 0.0%; AmpC inh no detg: -12.2%

How did O=C(c1cc(F)cc2c1OCOC2)N1CCN(c2ccc(F)cc2)CC1 do in these assays?
FBPA Giardia inh: 2.3%; HCV inh: -10.6%; HCMV antiviral: 9.9; AmpC detergent: -13.7%; Sm TGR block: -32.5%; AmpC inh no detg: -7.1%

Results for COC(=O)c1cccc(NC(=O)CCNC(=O)c2ccc([N+](=O)[O-])cc2)c1 ?
FBPA Giardia inh: 0.3%; HCV inh: -3.0%; HCMV antiviral: 42.2; AmpC detergent: -12.5%; Sm TGR block: -1.7%; AmpC inh no detg: -27.2%

Results for O=C(NCCS(=O)(=O)N1CCN(c2ccccc2F)CC1)C1CC(=O)N(c2ccc(F)cc2)C1 (stereo not drawn) ?
FBPA Giardia inh: -7.1%; HCV inh: -16.9%; HCMV antiviral: 0.0&10.0; AmpC detergent: inconclusive; Sm TGR block: -8.4%&-3.0%; AmpC inh no detg: -9.1%

Results for COC(=O)c1c(NC(NC(C)=O)C(Cl)(Cl)Cl)sc2c1CCCC2 (stereo not drawn) ?
FBPA Giardia inh: -15.8%; HCV inh: 11.2µM*; HCMV antiviral: -5.6; AmpC detergent: 6.0%; Sm TGR block: 3.7%; AmpC inh no detg: 24.4%

What do the screens show for `Cc1cccn2c(=O)c(/C=N/O)c(N3CCCC3)nc12`?
HCV inh: -23.1%; HCMV antiviral: 36.8; AmpC detergent: -2.1%; Sm TGR block: 3.5%; AmpC inh no detg: -9.9%

An excerpt taken from the entries so far, as a working copy:
Results for CCSc1nnc(NC(=O)c2ccc(Br)s2)s1 ?
FBPA Giardia inh: inconclusive; HCV inh: 10.5%; HCMV antiviral: 52.5; AmpC detergent: 4.4%; Sm TGR block: 6.9%; AmpC inh no detg: -8.8%

What do the screens show for `CCc1ccc(NCc2cc3c(C)nn(-c4ccccc4)c3[nH]c2=O)cc1`?
FBPA Giardia inh: -28.6%; HCV inh: -16.6%; HCMV antiviral: 26.2; AmpC detergent: -6.4%; Sm TGR block: -14.0%; AmpC inh no detg: -19.2%

Results for Clc1ccc(-c2ccnc(-n3cccc3)n2)s1 ?
FBPA Giardia inh: -3.3%; HCV inh: -22.5%; HCMV antiviral: inconclusive; AmpC detergent: inconclusive; Sm TGR block: 19.9%; AmpC inh no detg: -16.7%
